Screening results (PubChem BioAssay)
Pf apPOL inh: Pf-apPOL DNA polymerase inhibition; Recombinant Pf-apPOL, molecular beacon fluorescence, 1.5 h; hit rate 0.25% among 210,000; AID 1794808; inhibition, % at 10 µM
mHTT-CaM PPI inh: inhibitors of human mutant huntingtin-calmodulin interaction; AlphaScreen His-mHTT/GST-CaM binding, luminescence; hit rate 3.6% among 190,000; P42858; inhibition, % at 15 µM;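 further: 0% = both proteins with DMSO and 100% = one protein alone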
* = called active by the depositor; & = joins results of further samples. No stated cut-off is given here; in the data, active means inhibition above about 50%; inactive means the rest.

O=C(CN1C(=O)NC2(CCCCC2)C1=O)Nc1ccc(Cl)cc1F was read as Pf apPOL inh 0.0 and mHTT-CaM PPI inh 8.7.
For O=c1oc(-c2ccc(I)cc2)nc2cc(Cl)ccc12 the results were Pf apPOL inh -1.4 and mHTT-CaM PPI inh -6.0.
Screening COc1cccc(C2C(C#N)=C(N)Oc3c2c(=O)n(C)c(=O)n3C)c1 (stereo not given) returned Pf apPOL inh -6.1 and mHTT-CaM PPI inh -2.9.
`O=C(C=Cc1ccc2c(c1)OCO2)N1C2CCCC1COC2` gave Pf apPOL inh 0.1 and mHTT-CaM PPI inh 0.5.
For O=C(CNS(=O)(=O)c1cccs1)N1CCN(c2ccccn2)CC1 the results were Pf apPOL inh -2.8 and mHTT-CaM PPI inh 1.0.
Screening CCC(=O)N1CCc2cc(N3CC(C(=O)NCc4cccc(Cl)c4)CC3=O)ccc21 (stereo not given) returned Pf apPOL inh -0.4 and mHTT-CaM PPI inh 0.2.
For COC(=O)c1ccc(C=C2Oc3c(CN4CCCC4)c(O)cc(C)c3C2=O)cc1 the results were Pf apPOL inh -28.0 and mHTT-CaM PPI inh 18.4.
O=C(Nc1cccc(Cl)c1)OCCN1CCN(Cc2ccccc2)CCC1=O was read as Pf apPOL inh -1.5&-6.1 and mHTT-CaM PPI inh 1.4&23.1.
c1cncc(CNc2c3ccccc3nc3ccccc23)c1 was read as Pf apPOL inh -2.6 and mHTT-CaM PPI inh -1.0.
Screening Cc1noc(C)c1S(=O)(=O)N1CCCC2(C1)Nc1ccccc1NC2=NC1CCCC1 (stereo not given) returned Pf apPOL inh 13.1 and mHTT-CaM PPI inh 2.7.
For Cc1ccc(N2C(=O)S/C(=C\c3ccccc3)C2=O)cc1 the results were Pf apPOL inh 1.8 and mHTT-CaM PPI inh 5.0.
Screening O=C(NCC1(O)CCc2ccccc21)c1cccc(C(F)(F)F)c1 (stereo not given) returned Pf apPOL inh -8.1 and mHTT-CaM PPI inh -12.8.
Screening Cn1c(=O)oc2cc(-c3noc(-c4cc(F)ccc4F)n3)ccc21 returned Pf apPOL inh 1.3 and mHTT-CaM PPI inh -9.3.
`CC(C)C(=O)NC1CCN(c2ccccc2C(=O)N2CCc3ccccc3C2)CC1` gave Pf apPOL inh -36.6 and mHTT-CaM PPI inh 49.0.
Screening CSc1sc(C(=O)C(C#N)=CNc2ccccc2Cl)c2c1C=CCC2 returned Pf apPOL inh -2.6.

Structural class: the entries above containing a Cl atom.
O=C(CN1C(=O)NC2(CCCCC2)C1=O)Nc1ccc(Cl)cc1F was read as Pf apPOL inh 0.0 and mHTT-CaM PPI inh 8.7.
For O=c1oc(-c2ccc(I)cc2)nc2cc(Cl)ccc12 the results were Pf apPOL inh -1.4 and mHTT-CaM PPI inh -6.0.
Screening CCC(=O)N1CCc2cc(N3CC(C(=O)NCc4cccc(Cl)c4)CC3=O)ccc21 (stereo not given) returned Pf apPOL inh -0.4 and mHTT-CaM PPI inh 0.2.
O=C(Nc1cccc(Cl)c1)OCCN1CCN(Cc2ccccc2)CCC1=O was read as Pf apPOL inh -1.5&-6.1 and mHTT-CaM PPI inh 1.4&23.1.
Screening CSc1sc(C(=O)C(C#N)=CNc2ccccc2Cl)c2c1C=CCC2 returned Pf apPOL inh -2.6.

The main list resumes, starting 4 compounds before the break.
Screening O=C(NCC1(O)CCc2ccccc21)c1cccc(C(F)(F)F)c1 (stereo not given) returned Pf apPOL inh -8.1 and mHTT-CaM PPI inh -12.8.
Screening Cn1c(=O)oc2cc(-c3noc(-c4cc(F)ccc4F)n3)ccc21 returned Pf apPOL inh 1.3 and mHTT-CaM PPI inh -9.3.
`CC(C)C(=O)NC1CCN(c2ccccc2C(=O)N2CCc3ccccc3C2)CC1` gave Pf apPOL inh -36.6 and mHTT-CaM PPI inh 49.0.
Screening CSc1sc(C(=O)C(C#N)=CNc2ccccc2Cl)c2c1C=CCC2 returned Pf apPOL inh -2.6.
`Cc1cc(C)nc(Nc2nc(C(=O)NCCn3nc(-c4ccco4)ccc3=O)cs2)n1` gave Pf apPOL inh 34.9 and mHTT-CaM PPI inh 62.4*.
Screening CCCn1c(N2CCCC(C(=O)NC3CC3)C2)nc2ccccc21 (stereo not given) returned Pf apPOL inh -10.2 and mHTT-CaM PPI inh 1.0.
For CCN(CC)CCC(c1ccc(N(C)C)cc1)c1c(OC)cc(OC)c2c(-c3ccccc3)cc(=O)oc12 (stereo not given) the results were Pf apPOL inh -6.0 and mHTT-CaM PPI inh 100.2*.
`Cc1sc2ncn3nnnc3c2c1-c1ccc(F)cc1` gave Pf apPOL inh 39.1 and mHTT-CaM PPI inh -11.0.
`CSc1cccc(NC(=O)CN(c2cc(C)ccc2C)S(C)(=O)=O)c1` gave Pf apPOL inh 1.5 and mHTT-CaM PPI inh 4.3.
For COc1cc(CN2CCN(C(=O)c3ccc(-c4ccccc4)cc3)CC2)cc(OC)c1O the results were Pf apPOL inh -5.6 and mHTT-CaM PPI inh 18.3.
`C1=CC2CC1CC2CN1CCN(C2CC3CCC2C3)CC1` (stereo not given) gave mHTT-CaM PPI inh -3.2.
Screening CC(C)CCNC(=O)c1cn2c(n1)CCCC2 returned Pf apPOL inh -0.9 and mHTT-CaM PPI inh -15.3.
Screening O=C(Nc1nc(-c2ccccc2)cs1)c1cc(-c2ccc(Cl)cc2)oc1C(F)(F)F returned Pf apPOL inh -3.0.
Screening OC(COc1ccccc1Br)CN1CCCC1 (stereo not given) returned Pf apPOL inh 6.9 and mHTT-CaM PPI inh -4.3.
Screening Cc1ccc(CN(C)Cc2ccccc2)o1 returned Pf apPOL inh -3.3 and mHTT-CaM PPI inh 2.3.
Screening COc1ccc(/C=C2\N=C(c3ccc4c(c3)OCO4)OC2=O)cc1 returned Pf apPOL inh 1.1 and mHTT-CaM PPI inh -3.0.
`Cc1ccccc1CN1CCCN(c2ncccc2-c2nc(C3CC3)no2)CC1` gave Pf apPOL inh -0.4 and mHTT-CaM PPI inh -71.9.
CCCS(=O)(=O)N1CCC(c2nc3cccnc3n2CC)C1 (stereo not given) was read as Pf apPOL inh -5.8 and mHTT-CaM PPI inh -5.2.
For N#CC(=Cc1ccc2c(c1)OCO2)c1nc2ccccc2[nH]1 the results were Pf apPOL inh -5.7.
Screening C=CCNC(=O)COc1ccc(C)cc1C returned Pf apPOL inh 1.5 and mHTT-CaM PPI inh 0.2.
Screening Cc1cc(C(=O)N2CCc3c(nc(-c4ccc(F)cc4)[nH]c3=O)C2)nn1C returned Pf apPOL inh 1.7 and mHTT-CaM PPI inh 1.6.
CSc1nc(-c2ccccc2)nc(N)c1C(C)=O was read as Pf apPOL inh 0.5 and mHTT-CaM PPI inh -10.0.
`Cc1nc(C)c(-c2ccc(SCC(=O)c3ccc([N+](=O)[O-])cc3)nn2)s1` gave Pf apPOL inh 2.2 and mHTT-CaM PPI inh 20.9.
`CC1(C)OC(=O)C(=Cc2ccc(-c3cccc(Cl)c3)o2)C(=O)O1` gave Pf apPOL inh 6.3 and mHTT-CaM PPI inh 55.0*.
For COc1ccc2c(C)cc(Sc3nnnn3-c3ccccc3)nc2c1 the results were Pf apPOL inh -2.9 and mHTT-CaM PPI inh -16.0.
`COCCCNC(=S)NNC(=S)Nc1cccc(Cl)c1` gave Pf apPOL inh -56.2.
Screening CCC(=O)Nc1ccc(O)c(-c2nc3cc(C)ccc3o2)c1 returned Pf apPOL inh 53.8* and mHTT-CaM PPI inh 5.5.
`CCOC(=O)C(C)NC(=O)N1CCc2c(c(COCc3cccc(F)c3)nn2C)C1` (stereo not given) gave Pf apPOL inh -3.2 and mHTT-CaM PPI inh 0.1.
O=C(Cc1ccccc1)Nc1ccc2oc(-c3ccncc3)nc2c1 was read as Pf apPOL inh -1.9 and mHTT-CaM PPI inh 1.0.
CCOc1cc2c(C(=O)Nc3ccc4c(c3)OCCO4)cn(CC(C)C)c(=O)c2cc1OCC was read as Pf apPOL inh 0.2 and mHTT-CaM PPI inh 19.0.
For O=C(O)CCC1C(=O)CCC1(C(=O)O)c1ccccc1 (stereo not given) the results were Pf apPOL inh 7.7 and mHTT-CaM PPI inh -4.0.
Screening O=[N+]([O-])C(=C1NCCN1)C(=C(Cl)Cl)N1CCOCC1 returned Pf apPOL inh 2.0 and mHTT-CaM PPI inh -2.0.
CCc1cccc(C)c1NC(=O)Cc1ccc(Cl)cc1 was read as Pf apPOL inh 4.4 and mHTT-CaM PPI inh 22.8.
For O=[N+]([O-])c1ccc(NS(=O)(=O)c2cccs2)cc1 the results were Pf apPOL inh 0.3&-6.9 and mHTT-CaM PPI inh -8.4&-4.3.
Screening Cc1ccc(C(=O)N(Cc2ccccc2)Cc2ccccc2)o1 returned Pf apPOL inh -7.2 and mHTT-CaM PPI inh -8.5.
CCC(C)NC(=O)c1cc2n(n1)CCCC2 (stereo not given) was read as Pf apPOL inh 0.0 and mHTT-CaM PPI inh -5.6.
O=C(NCc1ccc2c(c1)OCO2)C1CCN(c2cncnc2N2CCCCC2)CC1 was read as Pf apPOL inh -1.2 and mHTT-CaM PPI inh 4.8.
`O=C1c2sc3nnc(-c4ccccc4)c(=O)n3c2C(=O)N1c1ccccc1Cl` gave Pf apPOL inh -0.2 and mHTT-CaM PPI inh 6.0.
For CNC(=O)c1c(O)c2ccccc2[nH]c1=O the results were Pf apPOL inh -10.3 and mHTT-CaM PPI inh 0.4.
COc1ccc(OC)c(/C=C(\C#N)c2nn(-c3ccccc3)c(N)c2C#N)c1 was read as Pf apPOL inh -6.3 and mHTT-CaM PPI inh -12.9.
For COc1ccc(C(=O)CSc2n[nH]c(C)n2)cc1C the results were Pf apPOL inh -2.2 and mHTT-CaM PPI inh -1.1.
O=C(CC1CCN(C(=O)c2ccccc2)CC1)NCc1ccccn1 was read as Pf apPOL inh -15.1 and mHTT-CaM PPI inh 1.1.
`O=C(c1ccc2c(c1)OCO2)N1CCC(c2nc(C3CC3)n[nH]2)CC1` gave Pf apPOL inh 4.0 and mHTT-CaM PPI inh 0.0.
For COc1ccc(/C=C2\CCc3ccccc3C2=O)cc1OC the results were Pf apPOL inh -5.7 and mHTT-CaM PPI inh 30.0.
For COC(=O)Oc1cc2oc(=O)sc2cc1Br the results were Pf apPOL inh -5.7 and mHTT-CaM PPI inh 32.0.
Screening CCc1ccc(C2CC(c3ccc(F)cc3)n3ncnc3N2)cc1 (stereo not given) returned Pf apPOL inh 7.2 and mHTT-CaM PPI inh 11.3.
`CCNc1nc(NCC)n2c(SCC(=O)Nc3ccccc3Cl)nnc2n1` gave Pf apPOL inh -2.0 and mHTT-CaM PPI inh -14.1.
`COc1ccc(-c2noc(-c3cc([N+](=O)[O-])ccc3Cl)n2)cc1OC` gave Pf apPOL inh -1.0 and mHTT-CaM PPI inh 8.0.
`CNC(=O)Cc1csc(NC(=O)c2ccc(OCC(=O)C3CC3)cc2)n1` gave Pf apPOL inh -7.6 and mHTT-CaM PPI inh -13.7.
`COc1ccc(Cl)cc1NC(=O)Cn1nc2c(cc1=O)CCC2` gave Pf apPOL inh 1.8 and mHTT-CaM PPI inh 6.6.
O=C(NCCCN1CCC(Cc2ccccc2)CC1)C1CC(=O)N(C2CCCCCC2)C1 (stereo not given) was read as Pf apPOL inh 0.1 and mHTT-CaM PPI inh 7.4.
`Cc1ccc(-c2nn(C)c(=O)c3ccccc23)cc1S(=O)(=O)NCCO` gave Pf apPOL inh -43.3 and mHTT-CaM PPI inh 5.0.
For Cc1ccc(C(=O)NC(C)c2ccccc2)c(Cl)c1 (stereo not given) the results were Pf apPOL inh 1.0 and mHTT-CaM PPI inh -10.8.
For Cn1cc(C2=CCN(S(=O)(=O)c3cc(F)ccc3F)CC2)c2cccnc21 the results were Pf apPOL inh -5.3 and mHTT-CaM PPI inh 4.7.
`CC(C)(C)CC(C)(C)NC(=O)C(Cl)Cl` gave Pf apPOL inh 7.2.
Cn1cc(-c2ccncc2)cc1C(=O)NC1CCCCC1 was read as Pf apPOL inh -1.6 and mHTT-CaM PPI inh 3.7.
Screening O=C(Nc1cccc([N+](=O)[O-])c1)C1C2C3CCC(C3)C12 (stereo not given) returned Pf apPOL inh 3.5&1.8 and mHTT-CaM PPI inh 5.0&-6.0.
Cc1ccccc1OCC(=O)Nc1ccc(NC(=O)c2ccco2)c(Cl)c1 was read as Pf apPOL inh -8.9 and mHTT-CaM PPI inh 1.6.
For Cc1cccc(OCC(=O)N2CCN(C(=O)CCC3CCCC3)CC2)c1 the results were Pf apPOL inh -3.5 and mHTT-CaM PPI inh 17.2.
`COc1ccc2c(c1)CN(Cc1ccc(F)cc1)CO2` gave Pf apPOL inh -14.3 and mHTT-CaM PPI inh 3.0.
Screening CSC[C@H]1CN(Cc2ccccc2)C(=O)[C@@H]1CC(=O)Nc1ccccc1 returned Pf apPOL inh -2.3 and mHTT-CaM PPI inh -0.4.
Screening COc1ccc(-c2cc(C(=O)NCC3CC3)n(C)n2)cc1 returned Pf apPOL inh -3.6 and mHTT-CaM PPI inh -9.7.
N/C(=N\OC(=O)CC1CCCCC1)c1ccncc1 was read as Pf apPOL inh 7.1 and mHTT-CaM PPI inh inactive.
CCOc1cccc2cc(-c3cc(=O)oc4cc(OC)ccc34)c(=O)oc12 was read as Pf apPOL inh -2.4 and mHTT-CaM PPI inh 5.2.

Reprinted at random: two records from the list
Screening O=C(Nc1cccc([N+](=O)[O-])c1)C1C2C3CCC(C3)C12 (stereo not given) returned Pf apPOL inh 3.5&1.8 and mHTT-CaM PPI inh 5.0&-6.0.
`COc1ccc(Cl)cc1NC(=O)Cn1nc2c(cc1=O)CCC2` gave Pf apPOL inh 1.8 and mHTT-CaM PPI inh 6.6.

(more compounds)
`Cn1c(=O)cc(Nc2ccc(Cl)cc2)[nH]c1=O` gave Pf apPOL inh -2.2 and mHTT-CaM PPI inh -4.2.
Screening Cc1ncc(C[n+]2cccc3ccccc32)c(N)n1 returned Pf apPOL inh 0.5 and mHTT-CaM PPI inh 1.0.
For Cc1cccc(NC(c2ccncc2)c2ccc3cccnc3c2O)n1 (stereo not given) the results were Pf apPOL inh 1.8 and mHTT-CaM PPI inh 100.0*.
Screening CSc1nc2ccccc2c(=O)n1CC1CCOC(C)(C)C1 (stereo not given) returned Pf apPOL inh -4.4 and mHTT-CaM PPI inh -4.6.
O=S(=O)(Nc1ccc(F)cc1F)c1ccc2c(c1)OCCO2 was read as mHTT-CaM PPI inh -9.1.
